AddAB inh: less growth of phage-infected E. coli with AddAB; inhibition, % at 11.9 µM; 0.29% of 330,000 active; E. coli expressing H. pylori AddAB, absorbance growth; in the data active means inhibition above about 12%;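 further: 0% = vehicle wells of infected cells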
E coli growth: bacterial growth inhibition, counter-screen for AddAB inhibitors | inhibition, % at 11.9 µM | 0.27% of 330,000 active | E. coli V3065 growth, OD600 absorbance, 18 h;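 active means inhibition above the campaign's mean inhibition across all tested compounds plus 3 SD, cut at about 9.9% in these data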;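 further: uninfected addAB+ strain grown without phage in ampicillin broth; 0% = DMSO wells and 100% = ciprofloxacin 0.95 µg/ml wells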
DAGLB inhibitor: blocks human DAGLB lipase activity | HEK293T DAGLB membrane lysate, EnzChek fluorogenic substrate | inhibition, % at 5.17 µM | 0.059% of 340,000 active; in the data active means inhibition above about 34%;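 further: 0% = enzyme with vehicle and 100% = wells lacking enzyme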
Target sequence (Q8NCG7 whole entry, looked up): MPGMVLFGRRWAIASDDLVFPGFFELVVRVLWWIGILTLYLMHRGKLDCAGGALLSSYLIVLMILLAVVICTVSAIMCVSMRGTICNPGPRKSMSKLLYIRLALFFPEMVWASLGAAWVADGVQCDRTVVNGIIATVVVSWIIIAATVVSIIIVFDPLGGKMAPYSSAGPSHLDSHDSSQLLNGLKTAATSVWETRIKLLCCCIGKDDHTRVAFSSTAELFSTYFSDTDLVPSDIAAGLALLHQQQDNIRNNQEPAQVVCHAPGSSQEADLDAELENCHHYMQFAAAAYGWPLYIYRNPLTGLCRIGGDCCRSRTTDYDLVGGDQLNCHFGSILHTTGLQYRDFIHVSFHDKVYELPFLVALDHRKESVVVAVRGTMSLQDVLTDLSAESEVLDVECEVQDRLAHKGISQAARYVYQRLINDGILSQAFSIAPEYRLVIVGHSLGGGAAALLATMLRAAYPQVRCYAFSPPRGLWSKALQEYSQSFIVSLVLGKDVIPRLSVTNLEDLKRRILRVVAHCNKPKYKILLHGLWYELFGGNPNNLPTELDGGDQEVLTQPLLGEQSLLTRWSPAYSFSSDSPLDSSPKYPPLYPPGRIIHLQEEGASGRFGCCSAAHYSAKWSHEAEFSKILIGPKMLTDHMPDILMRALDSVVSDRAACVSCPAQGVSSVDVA
PvdQ inh: P. aeruginosa PvdQ acylase inhibition | purified PvdQ acylase, fluorescence plate reader | inhibition, % at 10 µM | 0.063% of 340,000 active; in the data active means inhibition above about 30%, passing the limit was not always enough; inconclusive means no clear call, values can overlap the other calls;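 further: 0% = vehicle neutral wells and 100% = reference inhibitor wells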
Rtt109 HAT inh: C. albicans Rtt109 histone acetyltransferase inhibition. Q5AAJ8. purified Rtt109/Vps75, ThioGlo CoA-SH fluorescence, 4 h. inhibition, % at 34.9 µM. 0.16% of 330,000 active. AID 540336;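 active means inhibition of at least 50% in every replicate; inconclusive means best replicate reaches 50% inhibition but some replicates fall short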
Target sequence (Q5AAJ8 whole entry, looked up): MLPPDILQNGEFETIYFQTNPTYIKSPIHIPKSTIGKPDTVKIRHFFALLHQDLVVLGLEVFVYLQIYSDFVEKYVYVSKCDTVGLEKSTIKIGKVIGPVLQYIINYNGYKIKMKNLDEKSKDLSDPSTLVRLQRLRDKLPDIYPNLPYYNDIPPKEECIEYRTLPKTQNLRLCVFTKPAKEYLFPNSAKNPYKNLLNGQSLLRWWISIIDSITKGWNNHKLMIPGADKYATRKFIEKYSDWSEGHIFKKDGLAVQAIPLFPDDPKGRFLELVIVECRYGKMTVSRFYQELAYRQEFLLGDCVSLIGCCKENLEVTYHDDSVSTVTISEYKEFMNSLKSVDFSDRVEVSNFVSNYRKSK
PfHsp90 set2: growth inhibition of yeast expressing Plasmodium Hsp90. AID 504621. 0.32% of 310,000 active. inhibition, % at 9.4 µM. S. cerevisiae expressing PfHsp90, BacTiter-Glo ATP, 48 h; yeast lacking PDR1 and PDR3 efflux regulators;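 active means every replicate shows inhibition above about 80%, whatever the replicate mean, limit read from the data; inconclusive means mean inhibition reaches the set limit but some replicate falls short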;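 further: 0% = DMSO neutral controls and 100% = 20 µM radicicol positive controls; yeast relying on Plasmodium falciparum Hsp90 in place of its own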
Wnt act: Wnt/beta-catenin pathway activation | Wnt/beta-catenin reporter cell assay, activator, plate reader | activation, % at 9.35 µM | 1.2% of 300,000 active; in the data active means activation above about 30%, passing the limit was not always enough; inconclusive means no clear call, values can overlap the other calls;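 further: 0% = neutral control wells and 100% = positive control wells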
phage Ecoli inh: E. coli growth loss with phage present. growth absorbance. inhibition, % at 11.9 µM. 0.26% of 360,000 active. AID 651602; in the data active means inhibition above about 11%
CAL PDZ FP: inhibitors of human CAL PDZ peptide binding; Q9HD26; inhibition, % at 20 µM; 0.02% of 330,000 active; purified CAL PDZ, TMR-peptide fluorescence polarization, 1 h;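 active means highest replicate inhibition of at least 40%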;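 further: plate controls were DMSO neutral control wells for no effect and unlabeled competitor peptide control wells for full effect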
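Control set: unlabelled peptide and DMSO controls / Material: purified CerCALP PDZ construct / Timing: 1 h incubation at room temperature before polarization reading / Doses: 20 µM, one dose / Detection: fluorescence polarization (mP)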
Tat transport: E. coli Tat transport inhibition; E. coli MC4100 TorA-mCherry Tat export, fluorescence; inhibition, % at 10 µM; 0.036% of 340,000 active; AID 488895;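 active means mean replicate inhibition at least 50% and at least half of replicates individually reaching 50%; inconclusive means only one of the two criteria met; inactive means neither criterion met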;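 further: exported cargo escapes ClpAP degradation while cytoplasmic cargo is degraded and loses fluorescence; 0% = median of neutral control wells and 100% = median of NaSCN control wells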
An asterisk follows results filed as active; u = inconclusive; x = no result given.

SMILES	AddAB inh	E coli growth	DAGLB inhibitor	PvdQ inh	Rtt109 HAT inh	PfHsp90 set2	Wnt act	phage Ecoli inh	CAL PDZ FP	Tat transport
CCCCOc1ccc(CN(C)c2ncnc(N)n2)cc1	1.4	-1.4	-3	-10	-11	11	x	4.3	-2.8	1
COc1ccc(C(=O)NCC(c2ccco2)N2CCc3ccccc32)cc1 (configuration not stated)	2.2	1.9	2	-5	1	x	-11	4.1	-1.9	2
O=C(C1CC1)N1N=C(c2ccc(Cl)cc2)CC1(O)C(F)(F)F (configuration not stated)	2.2	2.0	-12	12	-3	-6	4	0.9	-0.5	4
CCc1ccc(OCC2c3cc(OC)c(OC)cc3CCN2C(=S)NCCOC)cc1 (configuration not stated)	1.9	-1.3	-2	-8	2	-16	-2	0.1	-0.1	17
Cc1ccc(C)c(NC(=O)CCC(=O)N/N=C2/CC(=O)CC(C)(C)C2)c1	4.4	-0.7	-3	2	4	30	-1	2.8	0.5	-3
CN1CCN(NC(=O)/C=C/c2cccc(Cl)c2)CC1	-1.6	-3.9	1	1	3	-2	3	0.9	-0.3	-10
CN(c1ccccc1)c1nc(N)c([N+](=O)[O-])c(NCc2ccccc2)n1	2.8	-1.9	-4	-10	1	-16	0	3.2	-0.7	2
O=C1CC(C(=O)N2CCc3ccccc32)CN1c1ccc(F)cc1 (configuration not stated)	5.1	-0.8	-1	11	-9	0	-5	-0.9	-1.2	-15
c1nc(C2CCCCC2)cc2cc3c(cc12)OCO3	5.5	-1.1	-3	-21	16	-31	5	4.3	-0.3	1
CN(C)S(=O)(=O)NC(=O)C1=C(N2CCCC2)COC1=O	0.2	0.8	-5	0	3	-4	-3	1.5	-0.4	-2
CCOC(=O)c1ccc(-c2c(-c3ccc4c(c3)OCO4)noc2-c2ccsc2)cc1F	3.9	1.0	-1	-9	-10	-27	0	2.6	0.1	-6
COc1ccc(N)cc1C#N	1.9	-2.1	0	-9	-9	8	0	2.1	0.0	-3
N#Cc1c(-c2ccccc2)nc(-c2ccccc2)[nH]c1=O	2.4	0.6	-1	3	14	x	0	2.5	-2.0	-11
Cc1ccc(C(=O)NCCNC(=O)Cc2ccccc2)cn1	2.7	-1.6	1	-13	-4	-7	1	-2.1	-1.5	-1
O=C(c1ccco1)N1CCN(C(c2ccccc2F)c2nnnn2Cc2cccs2)CC1 (configuration not stated)	-2.0	-0.1	1	-23	5	28	-5	0.8	0.5	-2
O=C(Nc1ccccn1)c1c(O)c2cccc3c2n(c1=O)CCC3	4.5	-0.3	-2	7	-34	7	x	2.6	-0.7	5
O=C(C=Cc1cccs1)c1cccs1	x	x	-4	-8	1	x	10	2.7	0.0	-1
COc1cc(CNCCc2c[nH]c3ccccc23)cc(Cl)c1OCC(N)=O	-2.6	-0.5	1	-12	7	24	-2	-1.0	-3.0	0
CC1CN(Cc2nc3c(c(=O)n(C)c(=O)n3C)n2CCc2ccccc2)CC(C)O1 (configuration not stated)	2.8	-0.2	-4	7	-9	18	0	0.5	x	-7
CCCCNC(=O)c1onc(CSc2ccc(Cl)cc2)c1C(=O)O	4.1	-1.3	15	-18	5	-13	-2	1.5	-0.9	-6
Cc1c(O)ccc(C(=O)COc2ccc(F)cc2)c1O	1.6	1.9	-2	-9	-2	-3	x	2.5	-1.0	-4
CC(=O)Nc1nc2cccc([N+](=O)[O-])c2s1	1.0	1.9	-1	3	-6	-2	2	3.4	-0.9	4
Cn1c(SCC(=O)Nc2ccc3cn[nH]c3c2)nnc1-c1cnccn1	2.1	3.8	0	-16	-2	-2	x	0.4	-1.9	-5
COc1ccc(-c2cc(CCCC(=O)NCCc3ccccc3)no2)cc1	-0.5	0.2	-1	2	2	-29	2	3.9	-0.9	-11
Cc1ccccc1NC(=O)CCSc1nnnn1-c1ccccc1	-0.8	0.8	5	-4	x	x	-3	3.0	-3.2	8

A different layout for part of the listing above:
Results follow in this order: AddAB inh, E coli growth, DAGLB inhibitor, PvdQ inh, Rtt109 HAT inh, PfHsp90 set2, Wnt act, phage Ecoli inh, CAL PDZ FP, Tat transport
CCCCOc1ccc(CN(C)c2ncnc(N)n2)cc1
 : 1.4, -1.4, -3, -10, -11, 11, x, 4.3, -2.8, 1
COc1ccc(C(=O)NCC(c2ccco2)N2CCc3ccccc32)cc1 (configuration not stated)
 : 2.2, 1.9, 2, -5, 1, x, -11, 4.1, -1.9, 2
O=C(C1CC1)N1N=C(c2ccc(Cl)cc2)CC1(O)C(F)(F)F (configuration not stated)
 : 2.2, 2.0, -12, 12, -3, -6, 4, 0.9, -0.5, 4
CCc1ccc(OCC2c3cc(OC)c(OC)cc3CCN2C(=S)NCCOC)cc1 (configuration not stated)
 : 1.9, -1.3, -2, -8, 2, -16, -2, 0.1, -0.1, 17
Cc1ccc(C)c(NC(=O)CCC(=O)N/N=C2/CC(=O)CC(C)(C)C2)c1
 : 4.4, -0.7, -3, 2, 4, 30, -1, 2.8, 0.5, -3
CN1CCN(NC(=O)/C=C/c2cccc(Cl)c2)CC1
 : -1.6, -3.9, 1, 1, 3, -2, 3, 0.9, -0.3, -10
CN(c1ccccc1)c1nc(N)c([N+](=O)[O-])c(NCc2ccccc2)n1
 : 2.8, -1.9, -4, -10, 1, -16, 0, 3.2, -0.7, 2
O=C1CC(C(=O)N2CCc3ccccc32)CN1c1ccc(F)cc1 (configuration not stated)
 : 5.1, -0.8, -1, 11, -9, 0, -5, -0.9, -1.2, -15
c1nc(C2CCCCC2)cc2cc3c(cc12)OCO3
 : 5.5, -1.1, -3, -21, 16, -31, 5, 4.3, -0.3, 1
CN(C)S(=O)(=O)NC(=O)C1=C(N2CCCC2)COC1=O
 : 0.2, 0.8, -5, 0, 3, -4, -3, 1.5, -0.4, -2
CCOC(=O)c1ccc(-c2c(-c3ccc4c(c3)OCO4)noc2-c2ccsc2)cc1F
 : 3.9, 1.0, -1, -9, -10, -27, 0, 2.6, 0.1, -6
COc1ccc(N)cc1C#N
 : 1.9, -2.1, 0, -9, -9, 8, 0, 2.1, 0.0, -3
N#Cc1c(-c2ccccc2)nc(-c2ccccc2)[nH]c1=O
 : 2.4, 0.6, -1, 3, 14, x, 0, 2.5, -2.0, -11
Cc1ccc(C(=O)NCCNC(=O)Cc2ccccc2)cn1
 : 2.7, -1.6, 1, -13, -4, -7, 1, -2.1, -1.5, -1

Carrying on:
SMILES	AddAB inh	E coli growth	DAGLB inhibitor	PvdQ inh	Rtt109 HAT inh	PfHsp90 set2	Wnt act	phage Ecoli inh	CAL PDZ FP	Tat transport
O=C(NCCN1CCN(C(=O)C(c2ccccc2)c2ccccc2)CC1)C(=O)Nc1ccccc1	1.2	1.0	-4	0	-10	-6	x	0.4	-2.0	5
CCc1[nH]nc2c1C(C1C=CCCC1)C(C#N)=C(N)O2 (configuration not stated)	2.5	-2.8	1	-14	8	0	-3	4.1	-3.1	-2
Cc1[nH]n(-c2ccccc2)c(=O)c1/C=N/NC(=O)c1ccoc1C	3.2	-4.9	0	-10	-8	-40	x	-0.5	-0.6	0
Cc1ccc(C(=O)OCC(=O)N(CC(C)C)c2c(N)n(Cc3ccccc3)c(=O)[nH]c2=O)cc1[N+](=O)[O-]	0.7	-0.7	8	-8	-5	-39	-2	1.0	-2.3	-4
COc1ccc(C(=O)NC(=S)N2CC(C)OC(C)C2)cc1OC (configuration not stated)	1.9	-0.2	0	3	2	21	-1	2.5	-0.4	u
COc1ccc(S(=O)(=O)N(C)C)cc1NC(=O)COC(=O)c1nn(C)c(=O)c2ccccc12	1.3	0.2	-1	-8	-7	3	0	2.4	1.6	4
CCc1cc2c(=O)oc(-c3ccc(Br)cc3)nc2s1	x	x	0	4	17	16	1	0.8	-0.5	-1
COC(OC)c1nc(SCC(=O)Nc2cccc(Cl)c2)ncc1C(=O)O	-0.9	-0.8	-3	-2	-3	-10	3	5.0	-0.8	-11
CCOC(=O)c1ccc(NC(=O)C2CC(=O)Nc3nc4ccccc4n32)cc1 (configuration not stated)	-0.8	-0.6	3	-6	-2	-73	1	-1.3	-1.1	22
C[C@@]12C(=O)Nc3cc(F)c(F)cc3C(=O)N1[C@H]1c3ccccc3OC[C@@H]1[C@@H]2c1ccccc1	x	x	-6	-9	5	38	4	2.0	-0.8	-2
CCOC(=O)C1=C(C)Nc2ncnn2C1c1ccccc1F (configuration not stated)	-2.4	2.5	4	1	12	-3	x	3.1	-1.0	3
Nc1nc(C2CCCN2S(=O)(=O)c2ccc(Cl)cc2)cs1 (configuration not stated)	-2.9	1.2	-2	-13	-14	-10	-2	1.1	-3.4	6
COCCNC(=S)N(CCc1c(C)[nH]c2ccccc12)Cc1cccnc1	-1.9	0.2	1	-6	8	38	-3	-1.3	0.7	6
O=C(c1ccc2c3c(cccc13)CC2)C1CCCN(Cc2ccncc2)C1 (configuration not stated)	0.3	-2.9	0	5	2	8	-6	-1.0	-0.6	-5
CCCc1nnc(NC(=O)CC(=O)OCC)s1	3.3	-0.2	-3	-4	-11	-8	x	2.3	-0.2	-13
S=c1[nH]nc(Cc2ccccc2)n1-c1ccc(Cl)cc1	-0.2	1.1	2	-8	0	15	-2	0.6	-1.9	4
CCOC(=O)C1(Cc2ccccc2Cl)CCN(C(=O)CN2CCOC2=O)CC1	0.3	-2.0	-2	-4	1	-5	13	0.9	-0.7	-3
CCCN1CCN(CC(=O)Nc2nnc(CC)s2)CC1	0.7	-1.6	-1	-9	-8	-32	-1	2.9	5.6	1
Cc1cc(-c2nnc(SCC(=O)Nc3ccc(Br)cc3F)n2N)n[nH]1	3.2	1.1	-3	-12	0	10	0	0.9	-0.6	-3
CC(=O)Oc1ccc(N(C(C)=O)S(=O)(=O)c2ccc3ccccc3c2)cc1Br	-1.5	-0.8	1	4	2	-20	-5	2.7	-1.9	10
CCCCOC(=O)/C=C\C(=O)OCCCC	1.8	-0.2	-2	-9	-7	9	-1	3.5	-0.2	-1
CCN(CC)S(=O)(=O)c1cccc(-c2nnc(SCC(N)=O)n2C)c1	-1.1	0.5	0	-4	1	5	0	2.0	-0.5	3
O=C(O)C1C2CCC(O2)C1C(=O)Nc1ccc(F)c(Cl)c1 (configuration not stated)	3.2	-1.0	-2	-9	-6	7	0	2.1	x	5
CCS(=O)(=O)c1ccc(N)cc1	0.5	-1.0	2	-4	-13	0	-2	1.7	-1.8	-3
CCN1CCN(CC(=O)NC2CCCCC2)C(=O)C1=O	-0.6	-1.6	1	6	-4	19	-4	1.3	-1.6	-2
COc1ccc(-c2cc(-c3ccccc3)n[nH]2)c(O)c1	0.3	1.4	0	-15	1	-29	14	5.5	1.0	3
CCOCc1c(C(=O)Nc2ccccc2N2CCN(C)CC2)oc2ccccc12	x	x	-2	-7	4	22	1	-0.5	-1.8	-3

Source: PubChem BioAssay (several laboratories)
